MrgX1 antagonist: antagonists of human MrgX1 receptor; MRGX1-HEK293 calcium flux, Fluo-4, BAM8-22 antagonism; active compounds read low; B-score at 10 µM; 310,000 compounds, 1.3% hits; AID 588676;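 active = calcium-response B-score plate-corrected more than 3 library SD below zero, starting fluorescence within 5 deviations, no agonist response on first addition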;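 also: peak minus trough fluorescence over baseline after final BAM8-22 challenge near maximal dose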
SKKanGAS inh: blocks kanamycin growth of S. pyogenes SKKanGAS strain. AID 1662. 300,000 compounds, 1.3% hits. BacTiter-Glo, 6 h. inhibition, % at 7.5 µM;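 active = mean replicate score, as percent of positive control median, at least 50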;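 also: strain carries kanamycin resistance gene driven by streptokinase promoter and grows in 40 µg/ml kanamycin; loss of luminescence reflects streptokinase promoter inhibition or plain growth inhibition; 0% = median of DMSO wells and 100% = positive control at its reference dose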
TRPC4 agonist: TRPC4 (mouse) channel activation; Q9QUQ5; HEK293 TRPC4beta/mu-opioid, Fluo4 calcium fluorescence; active compounds read high; B-score at 10 µM; 310,000 compounds, 0.49% hits;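 active = B-score above 5 SD of library B-scores, and initial fluorescence ratio not above library mean plus 5 SD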;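 also: positive B-score marks a calcium rise read as TRPC4 activation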
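Assay system: HEK293 stable line with TRPC4beta plus mu-opioid receptor; schedule: 45 min room-temperature Fluo4 loading, 110 s read; technique: kinetic Fluo4 calcium fluorescence; evaluation: integrated baseline-normalised fluorescence ratio, converted to per-well B score; controls: buffer (low) and maximal DAMGO (high)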
TMEM16A inh: inhibitors of mouse TMEM16A calcium-activated chloride channel; HEK293 TMEM16A/YFP iodide influx fluorescence, ionomycin; normalized B-score (activity score, 25-100; higher = stronger inhibition) at 10 µM; 310,000 compounds, 1.2% hits; Q8BHY3;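 active = ratio plate-corrected score three or more library SD toward inhibition, starting fluorescence score within five deviations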;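 also: score derived from kinetic fluorescence span divided by baseline fluorescence per well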
Target sequence (Q8BHY3 whole entry, looked up): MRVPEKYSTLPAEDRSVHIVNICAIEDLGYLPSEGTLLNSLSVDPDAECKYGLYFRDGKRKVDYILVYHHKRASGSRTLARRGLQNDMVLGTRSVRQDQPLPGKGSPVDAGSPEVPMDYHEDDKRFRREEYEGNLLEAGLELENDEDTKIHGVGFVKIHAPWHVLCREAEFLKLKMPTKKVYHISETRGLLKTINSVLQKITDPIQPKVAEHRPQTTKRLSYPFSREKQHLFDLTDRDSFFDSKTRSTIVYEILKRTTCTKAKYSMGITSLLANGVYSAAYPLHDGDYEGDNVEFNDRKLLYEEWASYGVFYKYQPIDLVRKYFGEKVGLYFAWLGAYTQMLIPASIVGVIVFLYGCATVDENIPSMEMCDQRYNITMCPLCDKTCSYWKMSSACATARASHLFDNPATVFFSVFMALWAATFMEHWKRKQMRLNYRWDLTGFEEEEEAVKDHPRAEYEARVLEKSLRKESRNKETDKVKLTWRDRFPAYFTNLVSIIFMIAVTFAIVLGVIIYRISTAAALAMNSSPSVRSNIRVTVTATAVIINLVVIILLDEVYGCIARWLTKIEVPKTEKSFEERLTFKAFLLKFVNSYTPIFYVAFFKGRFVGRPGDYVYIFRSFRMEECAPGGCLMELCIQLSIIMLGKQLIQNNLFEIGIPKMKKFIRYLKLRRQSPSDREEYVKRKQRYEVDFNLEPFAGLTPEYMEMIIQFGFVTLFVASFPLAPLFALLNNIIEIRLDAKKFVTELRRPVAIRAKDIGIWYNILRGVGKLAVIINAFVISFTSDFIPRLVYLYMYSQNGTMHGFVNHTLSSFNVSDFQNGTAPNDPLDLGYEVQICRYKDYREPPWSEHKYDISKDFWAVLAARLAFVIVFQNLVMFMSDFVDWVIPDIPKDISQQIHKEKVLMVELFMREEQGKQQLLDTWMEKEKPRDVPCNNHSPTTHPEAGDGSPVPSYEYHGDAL
TRPC4 inh: blocks the mouse TRPC4 cation channel | Q9QUQ5 | HEK293 TRPC4beta/mu-opioid, DAMGO-evoked Fluo4 calcium flux; active compounds read low | B-score at 10 µM | 300,000 compounds, 0.39% hits;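 active = B-score over 3 SD under the library average, no early fluorescence shift, positive overall ratio signal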
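Test system – stable TRPC4beta/mu-opioid receptor HEK293 cells · Probe or stimulus – DAMGO, a submaximal dose followed by a maximal one · Dosing – one concentration per compound · Signal – Fluo4 calcium fluorescence by kinetic imaging, 5 s 1 Hz baseline · Evaluation – per-well B score of integrated baseline-normalized Fluo4 ratio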
MrgX1 agonist: activates human MrgX1 receptor signaling | 310,000 compounds, 0.44% hits | AID 588627 | MrgX1-HEK293 cells, Fluo-4 calcium fluorescence, agonist mode; active compounds read high | B-score at 10 µM | Q96LB2;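 active = calcium response B-score plate-corrected fluorescence ratio at least 3 library SD, with starting fluorescence B-score inside 5 SD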
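Material: MrgX1-expressing HEK293 cells; input: 15,000 cells per well; doses: test compound given as first of three sequential additions; schedule: overnight plating before 1 h dye loading; technique: Fluo-4 NW calcium-flux fluorescence, kinetic read; evaluation: baseline-normalised fluorescence change ratio, B-scored; control set: plate-wise positive and negative controls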
TMEM16A act: mouse TMEM16A channel activation, primary screen | B-score at 10 µM | 340,000 compounds, 0.3% hits | HEK293 TMEM16A/YFP-H148Q/I152L, iodide quench fluorescence; active compounds read low;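 active = fluorescence-ratio B-score plate-corrected deviation score at least 3 library SD below zero, with starting fluorescence score within 5 deviations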;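 also: channel opened by trigger with iodide after compound preincubation; score built on the fluorescence ratio of max minus min over baseline; more negative score means more quench and so TMEM16A activation or potentiation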
TRPC6 inh: mouse TRPC6 channel inhibition. Q61143. HEK293-TRPC6, membrane potential dye, ACh-evoked depolarization; active compounds read low. B-score at 10 µM. 310,000 compounds, 1.1% hits;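 active = B-score under library mean minus 3 SD, initial fluorescence not abnormally high, positive integrated signal ratio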;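 also: B-score derived from integrated fluorescence ratio over the kinetic read; more negative B-score means stronger inhibition of depolarization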
TRPC6 act: activates the mouse TRPC6 cation channel | Q61143 | HEK293-TRPC6 membrane potential dye fluorescence; active compounds read high | B-score at 10 µM | 310,000 compounds, 0.13% hits | AID 2550;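 active = B-score of the integrated fluorescence ratio above library mean plus 3 SD, and starting fluorescence ratio within library mean plus 5 SD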;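 also: higher score means more depolarization so channel activation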
MrgX1 PAM: allosterically activates human MrgX1 receptor signaling; Q96LB2; MrgX1-HEK293, Fluo-4 calcium flux, FDSS; active compounds read high; B-score at 10 µM; 310,000 compounds, 0.63% hits; AID 588675;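 active = plate-corrected calcium response at least 3 library SD above typical, normal starting fluorescence, not activating the receptor alone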;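 also: compound read alongside a low EC10 to EC30 dose of BAM8-22 agonist; peak minus trough fluorescence over baseline measured at the second addition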
TRPC4 potent: TRPC4 (mouse) allosteric potentiation | B-score at 10 µM | Q9QUQ5 | 310,000 compounds, 0.42% hits | AID 2227 | HEK293 TRPC4beta/mu-opioid, DAMGO EC20, Fluo-4 Ca2+ flux; active compounds read high;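 active = B-score of calcium response area above 5 SD of library B-scores, with initial fluorescence ratio within 5 SD of library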;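 also: B-score of integrated fluorescence ratio over time as area under calcium response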
Active calls of the source: *; i = inactive; . = no result given; ! = a repeat was not active. Some of the compounds tested, so the mix of outcomes need not match the whole.

SMILES	MrgX1 antagonist	SKKanGAS inh	TRPC4 agonist	TMEM16A inh	TRPC4 inh	MrgX1 agonist	TMEM16A act	TRPC6 inh	TRPC6 act	MrgX1 PAM	TRPC4 potent
COc1ccc2c(c1OC)C(=O)OC2c1c(O)n(Cc2ccc(F)cc2)c(=O)[nH]c1=O (stereo not drawn)	i	-6	i	i	i	i	i	i	i	i	i
O=c1cccc2n1CC1CC2CN(Cc2c(F)cccc2Cl)C1 (stereo not drawn)	i	-6	i	i	i	i	i	i	i	i	i
Cc1c(N=Cc2c(O)n(Cc3ccccc3)c(=O)[nH]c2=O)c(=O)n(-c2ccccc2)n1C	i	-1	i	i	i	i	i	i	i	i	i
CSc1ccc(C(=O)C2CCCN(Cc3cc4ccccc4[nH]3)C2)cc1 (stereo not drawn)	-5.1*	-1	i	25*	i	i	i	i	i	i	i
Cc1nn(Cc2ccccc2Cl)c(C)c1C(=O)OCC(=O)NC1CCCC(C)C1C (stereo not drawn)	i	6	i	i	i	i	i	i	i	i	i
COC(=O)CC1(CC(=O)OC)C(=O)N(c2ccccc2)C(=O)N(c2ccccc2)C1=O	i	-5	i	i	i	i	i	i	i	i	i
CCN1CCN(c2ncnc3ccc(Br)cc23)CC1	i	1	i	i	i	i	i	-7.6*	i	i	i
CN(C)C(=O)Oc1ccc([N+](=O)[O-])cc1	i	6	i	i	i	i	i	i	i	i	i
COc1cc(C[C@@H](C)N)c(OC)cc1I	i	1	i	i	i	i	i	-5.2*	i	i	i
CC(C)n1c(O)c(C=NCc2ccccc2)c(=O)[nH]c1=S	i	-4	i	i	i	i	i	i	i	i	i
CCC(=O)c1cn(Cc2ccccc2C#N)c2ccccc12	i	-11	i	i	i	i	i	i	i	i	i
O=c1[nH]c(=S)n(C2CC2)c(O)c1/C=N/N1CCOCC1	i	-6	i	i	i	i	i	i	i	i	i
CN1CCN(c2ccc(NC(=O)C(C)(C)C)cc2)CC1	i	3	i	i	i	i	.	i	i	i	i
CN(C)/C=C(\C=[N+](C)C)c1[nH]ncc1[N+](=O)[O-]	i	-5	i	i	i	i	i	i	i	i	i
C/C(=N\NC(=O)c1ccccc1)c1c(O)n(C2CCCCC2)c(=O)[nH]c1=O	i	7	i	i	i	i	i	i	i	i	i
CC(C)NC(=O)c1ccc(N2CC3CC(C2)c2cccc(=O)n2C3)c([N+](=O)[O-])c1 (stereo not drawn)	i	-3	i	i	i	i	i	i	i	i	i
CC(C)NC(C)Cc1ccc(I)cc1 (stereo not drawn)	i	.	.	i	.	i	i	.	.	i	.
CCC(CO)NC(=O)C1C=C2c3cccc4[nH]cc(c34)CC2N(C)C1 (stereo not drawn)	i	0	73*	i	i	i	i	i	i	i	i
O=C(CNC(=O)OCc1ccccc1)NCC(=O)Nc1ccc(Br)cc1C(=O)c1ccccc1	i	-2	i	i	i	i	i	i	i	i	i
CNCC(C)c1ccccc1 (stereo not drawn)	i	3	i	i	i	i	i	i	i	i	i
CC1(C)CSC(Nc2ccc(F)c(Cl)c2)=N1	i	11	i	i	i	i	i	i	i	i	i
CC/C(=N\NC(N)=O)c1c(O)[nH]c(=O)[nH]c1=O	i	3	i	i	i	i	i	i	i	i	i
Cc1nc2ccccc2c(=O)n1-c1cc(F)ccc1F	i	1	i	i	i	i	i	i	i	i	i
CSc1ccccc1C(=O)C1CCCN(Cc2ccncc2)C1 (stereo not drawn)	i	4	i	i	i	i	i	i	i	i	i
CNC(=O)O/N=C/c1nn(C(=O)C(C)(C)C)cc1Br	i	4	i	i	i	i	i	i	i	i	i
(further entries)
SMILES	MrgX1 antagonist	SKKanGAS inh	TRPC4 agonist	TMEM16A inh	TRPC4 inh	MrgX1 agonist	TMEM16A act	TRPC6 inh	TRPC6 act	MrgX1 PAM	TRPC4 potent
COc1ccc(N=Cc2c(O)n(Cc3ccccc3)c(=S)[nH]c2=O)c(OC)c1	i	2	i	i	i	i	i	i	i	i	i
CCOP(=O)(OCC)c1ccc(OP(=O)(c2cccc([N+](=O)[O-])c2)c2cccc([N+](=O)[O-])c2)cc1	i	5	i	i	i	i	i	i	i	i	i
CSc1ncc(/C=C2/C(=O)NC(=O)N(C3CCCCC3)C2=O)cn1	i	-1	i	i	i	i	i	i	i	i	i
CCCCC(CC)CNCC(O)c1ccccc1 (stereo not drawn)	i	-6	i	i	i	i	i	i	i	i	i
CCCCn1c(O)c(C(C)=NCCCN(C)C)c(=O)[nH]c1=O	i	-2	i	i	i	i	i	i	i	i	i
O=C(O)c1ccc(N=Cc2c(O)[nH]c(=O)[nH]c2=O)cc1	i	-2	i	i	i	i	i	i	i	i	i
CN(C)c1ccc(-[n+]2c(-c3ccccc3)cc(-c3ccccc3)cc2-c2ccccc2)cc1	.	-5	i	.	i	.	i	i	i	.	11*
[Cl][Pt+2][Cl].[NH-]C1CCCCC1[NH-] (stereo not drawn)	i	.	.	i	.	i	i	.	.	i	.
CC(=O)c1c(C)n(C2CCCCC2)c2ccc(O)cc12	i	12	i	i	i	i	i	i	i	i	i
Cc1nc2c(=O)n(C)c(=O)nc-2n(C)n1	i	78*	.	i	.	i	i	.	.	i	.
COc1ccc(-c2nn(CCC#N)cc2C(=O)O)cc1	i	2	i	i	i	i	i	i	i	i	i
CCOc1cccc(OCC)c2c(C)[n+](CC3CCCO3)c(C)c1-2 (stereo not drawn)	i	2	i	i	i	i	i	i	i	i	i
COc1ccccc1-n1c(-c2cccs2)nc2ccccc2c1=O	i	-2	i	i	i	i	i	i	i	i	i
Cn1c(O)c(C(=Nc2ccc(F)cc2)c2ccccc2Cl)c(=O)n(C)c1=O	i	-4	i	i	i	i	i	i	i	i	i
CCn1cc(CN2CCCC(C(=O)c3sccc3C)C2)cn1 (stereo not drawn)	i	10	i	i	i	i	i	i	i	i	i
CN(C)C1C(=O)C(C(N)=O)=C(O)C2(O)C(=O)C3=C(O)c4c(O)cccc4C(C)(O)C3CC12 (stereo not drawn)	i	102*	i	i	i	i	i	i	i	i	i
COc1ccc(/C=C/C(=O)NC(=S)N2C[C@H]3C[C@H](C2)c2cccc(=O)n2C3)cc1OC	i	-1	i	i	i	i	i	i	i	i	i
O=C1/C(=C\c2cccnc2)N2CCC1CC2	i	21	i	i	i	i	i	i	i	i	i
Cc1ccc2c(c1)N(CCC(=O)N1CCC3(CC1)OCCO3)C(=O)CO2	i	-2	i	i	i	i	i	i	i	i	i
c1ccc(CN2CCN(Cc3ccc4ccccc4c3)CC2)cc1	i	-5	i	i	i	i	i	i	i	i	i
c1ccc2c(CCNC3=NCCC3)c[nH]c2c1	i	8	i	i	i	i	i	i	i	i	i
O=c1[nH]c(=O)n(Cc2ccco2)c(O)c1C=NCc1cccs1	i	-1	i	i	i	i	i	i	i	i	i
CCC(=Nc1cc(OC)ccc1OC)c1c(O)[nH]c(=O)[nH]c1=O	i	-2	i	i	i	i	i	i	i	i	i
NCCc1c[nH]c2ccc(C(N)=O)cc12	i	.	.	i	.	i	i	.	.	i	.
CCc1ccc(C(=O)C23CN4CN(CN(C4)C2)C3)cc1	i	-2	i	i	i	i	i	i	i	i	i
Next records.
SMILES	MrgX1 antagonist	SKKanGAS inh	TRPC4 agonist	TMEM16A inh	TRPC4 inh	MrgX1 agonist	TMEM16A act	TRPC6 inh	TRPC6 act	MrgX1 PAM	TRPC4 potent
Cn1c(O)c(C=NCCN2CCOCC2)c(=O)[nH]c1=S	i	0	i	i	i	i	i	i	i	i	i
CCN1CCN(S(=O)(=O)c2ccc(Cl)c(C(=O)Nc3ccc(C(=O)N(CC)CC)cc3)c2)CC1	i	7	48*	i	i	i	i	i	i	i	i
CC(C)[C@H]1C(=O)N2CCC[C@H]2[C@]2(O)O[C@](NC(=O)[C@@H]3C=C4c5cccc6[nH]cc(c56)C[C@H]4N(C)C3)(C(C)C)C(=O)N12	i	.	.	i	.	i	i	.	.	i	.
O=[N+]([O-])c1ccc(N2CCNCC2)cc1NCC1CCCO1 (stereo not drawn)	i	1	i	i	i	i	i	i	i	i	i
COc1ccc(CN2C(=O)NC(=O)/C(=C\c3ccco3)C2=O)cc1	i	-7	i	i	i	i	i	i	i	i	i
ClCCN1CCN(c2ccnc3cc(Cl)ccc23)CC1	-17*	1	i	i	i	i	i	i	i	i	i
CCOC(=O)c1ccccc1NC(=O)c1c(O)[nH]c(=O)[nH]c1=O	i	5	i	i	i	i	i	i	i	i	i
ClC1C(Cl)C(Cl)C(Cl)C(Cl)C1Cl (stereo not drawn)	-6.9*!	.	.	i	.	i	i	.	.	i	.
C[C@H]1OC[C@@H](C[N+](C)(C)C)O1	i	-3	88*	i	i	112*	-13*	-6.7*	i	i	i
CCc1ccc(NP(=O)(Oc2ccccc2F)Oc2ccccc2F)cc1	i	19	i	i	i	i	i	i	i	i	i
COc1ccc(-n2c(/C=C/c3ccc(O)c(OC)c3)nc3ccccc3c2=O)cc1	i	91*	i	i	i	i	i	i	i	i	i
Nc1ccc(S(=O)(=O)N2CC3CC(C2)c2cccc(=O)n2C3)cc1 (stereo not drawn)	i	-3	i	i	i	i	i	i	i	i	i
Cc1ccc(N)c(C(=O)c2ccc(Br)cc2)c1	i	1	i	100*	i	i	i	i	i	i	i
CN1CCC(N(C)Cc2cccnc2)CC1	i	-16	i	i	i	i	i	i	i	i	i
CCC/C=C(\CCC)C(NP(=O)(c1ccccc1)c1ccccc1)c1ccccc1 (stereo not drawn)	i	34	i	i	i	i	.	i	i	i	i
COc1ccc(/C=C/C(=O)NC(=S)N2C[C@H]3C[C@H](C2)c2cccc(=O)n2C3)cc1	i	3	i	i	i	i	i	i	i	i	i
CN(C)CC1CSCCC1(O)c1ccccc1Cl (stereo not drawn)	i	1	i	i	i	i	i	i	i	i	i
CC(=NCc1ccco1)c1c(O)n(-c2ccccc2)c(=O)[nH]c1=O	i	-5	i	i	i	i	i	i	i	i	i
Cc1ccccc1N1C(=O)NC(=O)/C(=C\c2cc(Br)c(N3CCOCC3)o2)C1=O	i	-3	i	i	i	i	i	i	i	i	i
OC1/C(=C/c2ccc(Cl)cc2Cl)N2CCC1CC2 (stereo not drawn)	i	0	i	i	i	i	i	i	i	i	i
